# EBI2 antag – blocks human EBI2 receptor beta-arrestin signaling; inhibition, % at 5 µM; P32249; AID 651636; hit rate 0.81% among 360,000; EBI2 beta-arrestin recruitment, luminescence, 7a,25-OHC stimulated; in the data active = inhibition above about 38%;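 note: enzyme fragment complementation signal reports receptor beta-arrestin coupling in cells; 0% = agonist plus DMSO wells and 100% = wells without agonist; some results beyond the cut were filed as inactive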
# Target sequence (P32249 whole entry, looked up, the tested form may be a part): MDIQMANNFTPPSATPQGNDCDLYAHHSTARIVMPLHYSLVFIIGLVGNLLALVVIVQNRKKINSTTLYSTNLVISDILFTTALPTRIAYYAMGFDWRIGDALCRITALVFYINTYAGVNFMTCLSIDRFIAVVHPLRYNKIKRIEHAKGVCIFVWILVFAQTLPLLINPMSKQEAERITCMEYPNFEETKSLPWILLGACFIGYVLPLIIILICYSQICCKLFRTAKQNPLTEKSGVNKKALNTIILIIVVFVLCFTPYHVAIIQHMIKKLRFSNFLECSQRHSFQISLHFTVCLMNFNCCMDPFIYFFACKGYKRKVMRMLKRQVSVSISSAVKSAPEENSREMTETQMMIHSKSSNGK
# SENP8 inh – SENP8 protease inhibition; Q96LD8; purified SENP8, Z-RLRGG-aminoluciferin cleavage, luminescence; inhibition, % at 10 µM; hit rate 1.2% among 330,000; AID 2540
# Target sequence (Q96LD8 whole entry, looked up): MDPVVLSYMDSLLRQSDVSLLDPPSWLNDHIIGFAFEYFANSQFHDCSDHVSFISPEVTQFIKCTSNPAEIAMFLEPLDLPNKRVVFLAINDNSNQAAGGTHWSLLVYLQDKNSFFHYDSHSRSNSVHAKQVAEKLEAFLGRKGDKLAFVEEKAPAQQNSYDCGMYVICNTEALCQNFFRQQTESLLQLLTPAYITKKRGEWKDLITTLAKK
# Apaf-1 inh – inhibitors of human Apaf-1 apoptosome; O14727; reconstituted apoptosome caspase-3 activity, DEVD-Rh110 fluorescence; inhibition, % at 20 µM; hit rate 0.71% among 330,000; AID 489030; active = inhibition of at least 40% at 20 µM;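 note: plate controls were DMSO wells for no effect and DEVD-CHO caspase inhibitor wells for full effect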
#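 System: reconstituted apoptosome with Apaf-1, cytochrome c, caspase-9, procaspase-3, dATP; Signal: Rh110 fluorescence intensity; Schedule: 30 min compound preincubation, 50 min activation, room temperature; Reagent: cytochrome c trigger plus (Z-DEVD)2-Rh110 caspase-3 substrate.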
# Gli-Sufu block – blocks Gli-Sufu signaling in a luciferase reporter. hit rate 0.74% among 340,000. Sufu-KO-LIGHT fibroblasts, Gli luciferase reporter luminescence. inhibition, % at 5 µM;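 active = inhibition above about 55%, limit read from the data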;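 note: 0% = DMSO-treated cells and 100% = wells with medium but no cells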
# Jurkat NFkB inh – inhibitors of the PMA/ionomycin-induced NF-kB reporter in Jurkat cells; inhibition, % at 4 µM; hit rate 0.53% among 330,000; PMA/ionomycin-induced NF-kB luciferase reporter, luminescence
# 697 NFkB inh – lowers PMA/ionomycin-induced NF-kB signal in 697 B cells | 697 B-cell NF-kB luciferase reporter, 16 h | inhibition, % at 4 µM | hit rate 0.33% among 330,000 | AID 435022; in the data active = inhibition above about 35%
# CCR6 antagonist – CCR6 (human) receptor antagonism. P51684. CHO-K1 CCR6 PathHunter beta-arrestin, luminescence, CCL20-stimulated. inhibition, % at 20 µM. hit rate 0.49% among 340,000;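 active = compounds whose inhibition of the agonist-driven luminescence signal at 20 µM reaches about 50%, limit read from the data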;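 note: cells stimulated with CCL20 at 14 nM final; plate controls were DMSO with CCL20 for no effect and DMSO without agonist for full effect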
# UBC13 inh – blocks human UBC13 polyubiquitin chain formation; TR-FRET; hit rate 0.47% among 330,000; inhibition, % at 20 µM; in the data active = inhibition above about 45%, passing the limit was not always enough
# Target sequence (P61088 whole entry, looked up): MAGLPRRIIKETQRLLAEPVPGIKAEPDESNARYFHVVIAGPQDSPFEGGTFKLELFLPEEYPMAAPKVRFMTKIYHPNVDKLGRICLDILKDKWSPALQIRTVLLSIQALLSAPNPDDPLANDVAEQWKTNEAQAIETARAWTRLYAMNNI
# The depositor's hits bear a star; . = not tested or not shown. Cut-off read from the data, not from the text of the source, unless noted: active = inhibition above about 50%; inactive = the rest.
SMILES	EBI2 antag	SENP8 inh	Apaf-1 inh	Gli-Sufu block	Jurkat NFkB inh	697 NFkB inh	CCR6 antagonist	UBC13 inh
O=c1[nH]c(N2CCCCC2)nc2ncn(Cc3ccccc3)c12	3.6	-10.8	4.1	-18.5	-8.5	15.1	2.6	-5.7
CSc1nc(-c2ccccc2)nn1S(=O)(=O)c1ccc(Cl)cc1	1.5	24.9	-6.6	-8.1	4.2	14.6	22.1	7.7
COCCn1c(C)cc(C(=O)COC(=O)C23CC4CC(CC(O)(C4)C2)C3)c1C	-4.0	-2.6	-4.6	-48.8	-132.0	-114.8	-7.8	6.2
CCN(c1ccc(OCC(=O)OCC(=O)c2c(N)n(C)c(=O)n(C)c2=O)cc1)S(=O)(=O)c1ccccc1	10.8	-10.1	16.6	-25.3	-16.7	6.5	-10.6	-7.3
CC1(C)Oc2ccc3ccc(=O)oc3c2[C@@H](O)[C@H]1O	-2.5	-2.6	2.6	-9.1	-5.3	-12.4	-3.6	-6.5
CCOc1ccc2nc(SCC(=O)Nc3ccc4[nH]c(=O)[nH]c4c3)[nH]c2c1	-8.0	-6.1	6.2	-11.4	-3.9	-8.1	7.0	-6.6
O=C(NCCCN1CCCC1=O)c1c(O)nc2ccccn2c1=O	-17.8	-4.3	-5.3	10.1	21.8	1.3	8.1	7.4
O/C=c1\ccc2cccc3nc(C(F)(F)F)nc1c23	-2.5	14.7	79.1*	-2.3	9.4	-4.9	-45.2	-135.4
CNC(=O)CSc1nc2nc(C)cc(C)n2n1	-16.7	-10.1	-0.6	-5.6	-3.8	1.4	5.0	-1.7
Cn1c(Nc2ccc(F)cc2)nc2ccccc21	-2.9	3.2	-2.1	10.6	5.9	-30.1	8.1	-7.0
Cc1ccc(/C=N/N=C/c2ccc(C)cc2)cc1	4.1	-13.3	1.3	-69.5	-67.2	-83.1	-5.8	7.3
CCC(C)NC(=O)Cn1c(=O)n(CCCC(=O)NCc2ccccc2Cl)c(=O)c2ccccc21 (stereo not drawn)	3.4	-0.7	-2.6	3.9	-6.3	-2.7	5.8	4.5
NC(=O)C1(NC(=O)[C@@H]2CC3(CC(c4cccc(NC(=O)[C@@H]5CCC(=O)N5)c4)=NO3)CN2C(=O)Cc2ccc(Cl)cc2)CC1 (stereo partly drawn)	2.6	-5.0	10.1	-10.2	10.0	17.5	-6.7	0.6
CCOc1cccc(C(c2c(C)n(C)n(-c3ccccc3)c2=O)c2c(C)n(C)n(-c3ccccc3)c2=O)c1OC	-3.9	-0.8	6.7	6.0	-2.4	11.5	9.2	-6.3
C=CCn1c(Cc2nc3ccc(Cl)cc3[nH]2)n[nH]c1=S	-10.3	-6.6	1.6	21.0	7.5	2.4	13.8	-8.7
COC(=O)c1ccc(CN2CCC(Oc3cccc(C(=O)N4CCCC4)c3)CC2)cc1	-7.0	-3.1	-0.4	33.6	-7.5	-6.0	-3.6	-2.0
COC(=O)c1c(-c2ccc(OC)c(OC)c2)csc1N	-8.4	-6.3	4.4	1.9	-2.0	-8.9	-20.0	-3.3
Cc1cc(C)c(NC(N)=S)c(C)c1	-6.3	-6.9	-3.2	-8.3	0.5	8.4	16.2	5.9
O=C(COc1ccc2cc(Br)ccc2c1)N1CCCC1	68.8*	-17.1	11.3	-33.1	-26.8	-45.8	2.7	7.1
O=C(CN1CCCC1)Nc1ccc2c(c1)CCC2	-12.7	-0.8	-22.9	0.4	-11.5	8.8	12.8	6.6
CCOC(=O)/C(C#N)=C/c1c(Oc2cc(C)cc(C)c2)nc2ccccn2c1=O	50.5*	-1.2	-14.7	3.3	28.3	-36.1	12.0	-4.3
CCN(CC)S(=O)(=O)c1ccc(N2CCOCC2)c(NC(=O)Cc2ccc(Cl)cc2)c1	9.8	-2.8	22.5	-6.8	-6.1	-1.9	10.1	0.9
S=c1[nH]nc(COc2ccc3c(c2)OCO3)n1-c1ccccc1	4.8	2.8	3.6	-6.4	-8.6	0.6	7.9	1.5
CC(=O)Nc1ccc(S(=O)(=O)N(C)CC(=O)OCC(=O)c2ccc[nH]2)cc1	-4.1	9.0	-13.0	-3.4	-6.1	0.8	4.7	11.3
O=C(c1ccc(S(=O)(=O)c2cccc(Cl)c2)c([N+](=O)[O-])c1)N1CCN(Cc2ccccc2)CC1	-31.9	-14.1	11.2	13.1	18.0	-9.2	-4.8	-2.3
Cc1ccccc1-c1noc(C(C)NC(=O)c2ccco2)n1 (stereo not drawn)	-0.6	2.5	4.2	-8.7	10.9	15.4	7.3	4.5
CCCc1nc(N)c(C#N)c(-c2cccnc2)c1CC	3.0	-1.4	6.8	-1.9	3.7	-18.6	2.1	12.7
O=C(O)c1ccc(-c2ccccc2Cl)o1	-8.9	-5.7	-3.0	-10.7	7.1	1.8	-31.4	4.2
CCOC(=O)Cn1c(=O)c2c(nc3n2CCS3)n(C)c1=O	-5.1	-0.6	1.7	2.6	-8.9	-13.3	11.0	-0.2
O=C(O)c1c(-c2ccccc2)oc2ccc(O)cc12	6.3	-1.9	-5.2	-37.0	-11.7	0.7	6.7	2.7
O=C(Cc1cccc(C(F)(F)F)c1)Nc1ccccc1	-6.0	2.4	6.6	-4.3	3.6	27.5	7.4	10.9
NC(=O)CSc1oc(-c2ccc(F)cc2)nc1S(=O)(=O)c1ccccc1	0.6	-0.8	-0.7	0.5	10.0	5.7	-6.8	2.0
CC(=O)Nc1cc(ON=C(C)C)cc([N+](=O)[O-])c1	-16.2	-4.2	-3.7	-13.2	9.7	6.2	10.3	6.1
COc1ccc2nc(C)cc(Nc3ccc(N4CCOCC4)cc3)c2c1	3.4	3.2	0.7	11.1	-36.2	-2.8	3.8	4.0
N#CC1=C2SCC(O)(c3ccccc3)N2C(=O)CC1c1ccccc1F (stereo not drawn)	0.8	-0.1	12.7	22.2	45.4	-62.5	-10.8	5.2
CN1C(=O)c2ccccc2Sc2ccc(C(=O)O)cc21	3.6	-3.2	2.4	3.8	14.8	13.9	14.8	-2.7
Cc1ccc(-c2cc(C(F)F)nc(NCc3cccs3)n2)cc1	17.9	-2.3	3.0	6.3	5.5	-10.9	-20.3	16.4
Cc1cc(C)c(NC(=O)c2ccc3c(c2)NC(=O)C(C)S3)c(C)c1 (stereo not drawn)	-3.9	-13.0	5.7	-0.6	4.1	12.9	10.5	-6.5
Cc1cnc(NC(=O)CSc2nnc(CNc3ccc(F)cc3)n2CC2CCCO2)s1 (stereo not drawn)	-8.7	0.2	10.1	7.0	-3.8	-3.5	11.2	27.0
Cc1ccc(Nc2c(-c3ccc(N4CCOCC4)cc3)nc3ncccn23)cc1	1.5	-9.0	14.5	-10.1	-13.0	-5.3	7.8	-18.1
CN(C)S(=O)(=O)Nc1cccc(Br)c1	-6.1	6.1	-16.1	-1.3	5.3	13.2	-3.4	15.9
Cc1c(Cc2ccccc2)c(=O)oc2c(C)c(OCC(=O)NCc3ccccn3)ccc12	6.4	3.2	0.7	1.6	16.9	-4.4	16.2	0.5
O=C(Nc1cccc(Oc2ccc(C(=O)O)c(C(=O)O)c2)c1)c1ccc(-c2ccccc2)cc1	3.5	44.0	1.4	-3.6	3.3	17.1	12.7	3.0
Cn1cnnc1SCC(=O)Nc1ccc(F)cc1F	-3.6	-6.2	-1.8	-4.5	14.1	7.9	13.6	6.3
CCCS(=O)(=O)N1CCC(C(=O)NCc2ccco2)CC1	-15.2	-6.9	7.2	4.1	-17.0	6.3	6.2	-4.6
COc1cccc(NC(=O)N2CCCC2C(=O)NCc2ccco2)c1 (stereo not drawn)	-7.7	-6.9	4.3	-7.5	-2.6	12.0	11.3	-5.5
COc1ccc(C2(c3ccc(OC)cc3)NC(=O)N(CC(=O)NC3(C#N)CCCCC3)C2=O)cc1	18.4	1.2	4.6	-1.1	27.3	21.4	10.3	-1.3
CSc1ccccc1OCc1cc(C(=O)NC(C)CCn2cccn2)no1 (stereo not drawn)	-13.1	-10.7	10.1	-3.2	8.4	-7.0	19.1	-3.0
O=C(COc1ccc(F)cc1Cl)N1CCN(C(=O)c2cccs2)CC1	16.6	-7.7	13.1	39.7	-9.2	-3.7	-3.5	-9.7
OCC1(Cc2cccc(Cl)c2)CCCN(Cc2cn[nH]c2C2CCCCC2)C1 (stereo not drawn)	11.1	-5.0	12.4	4.6	4.8	-1.2	-2.3	-5.8
O=C(COC(=O)Cc1ccc(Br)cc1)NCc1cccs1	1.0	-6.6	10.3	2.9	1.1	-15.1	8.8	-10.6
Cc1cc(C)n(-c2nc(C)nc3c2cnn3-c2ccccc2)n1	1.8	-9.5	11.6	-14.8	-9.5	-27.8	17.6	5.7
COc1ccc(/C=C(\NC(=O)c2ccc(OC)cc2)C(=O)Nc2ccc(C(=O)O)cc2)cc1	-7.0	-6.1	7.0	-13.2	-4.7	7.5	15.6	-14.0
Cc1ccc(-n2cc(CNC(C)c3cnn(C)c3)c(-c3ccc(F)cc3)n2)cc1 (stereo not drawn)	-18.9	-10.4	4.8	17.0	11.2	-8.5	7.2	8.2
Cc1ccccc1CN1CCCC(C(=O)N2CCCCC2)C1 (stereo not drawn)	4.3	4.1	-3.3	9.4	5.3	-0.7	-3.5	2.2
CS(=O)(=O)c1ccc(CNC(=O)C2(C(F)(F)F)CC(CCCO)CCCO2)cc1 (stereo not drawn)	.	-1.0	-4.9	-17.8	6.0	28.8	1.4	7.8
COc1ccc(OC)c(NC(=O)c2nc(S(=O)(=O)Cc3ccccc3)ncc2Cl)c1	84.9*	4.0	6.3	33.8	49.3	-441.1	83.6*	-11.0
Cc1ccc2nc(NC(=O)c3ccc(NS(=O)(=O)c4cccs4)cc3)sc2c1	-3.0	-17.9	20.4	-20.8	-42.1	-64.8	0.7	-17.8
CC(=O)c1cccc(NC(=O)N2CCCC2C(=O)NC2CCCC2)c1 (stereo not drawn)	10.8	2.5	-4.7	-25.4	11.9	12.5	0.2	-4.5
COc1ccc(S(=O)(=O)N2CCOC2CNC(=O)C(=O)NCCCN2CCOCC2)cc1 (stereo not drawn)	-2.9	-5.4	4.3	-9.0	-0.9	-7.6	1.3	5.7

# The results go on.
SMILES	EBI2 antag	SENP8 inh	Apaf-1 inh	Gli-Sufu block	Jurkat NFkB inh	697 NFkB inh	CCR6 antagonist	UBC13 inh
COC(=O)CSc1nc2sc(C)c(C)c2c(=O)n1C	-1.2	-6.8	-2.3	5.7	8.0	12.6	-9.5	6.9
COc1ccc(C(=O)Nc2ccc(NC(=O)C3CC3)cn2)cc1	-7.7	9.4	3.5	-37.2	-3.4	3.3	-3.7	1.2
O=c1c2cnn(-c3ccc(F)cc3)c2ncn1Cc1ccc(F)cc1	-6.3	1.4	-0.8	-1.1	7.3	-25.8	1.6	5.9
Oc1sc(C=Nc2ccccc2)c2ccccc12	7.5	62.0*	20.5	-44.0	-133.0	-138.3	7.0	-18.5
Cc1cc(=O)[nH]c(SCC(=O)Nc2cccc(S(=O)(=O)N3CCOCC3)c2)n1	-1.8	-12.1	-0.2	2.8	-5.8	18.9	4.7	-10.0
Cc1cc(=O)n2[nH]c(NCc3ccccc3F)nc2n1	2.3	-0.3	-9.3	-2.7	11.4	12.9	-5.6	-4.2
COc1ccc(Oc2ccc(-c3ccn[nH]3)cc2)cc1	1.1	0.2	-12.4	-21.1	-23.7	-33.6	0.6	7.8

# Complete entries as entered above.
# COCCn1c(C)cc(C(=O)COC(=O)C23CC4CC(CC(O)(C4)C2)C3)c1C is listed as EBI2 antag: -4.0; SENP8 inh: -2.6; Apaf-1 inh: -4.6; Gli-Sufu block: -48.8; Jurkat NFkB inh: -132.0; 697 NFkB inh: -114.8; CCR6 antagonist: -7.8; UBC13 inh: 6.2
# O=C(NCCCN1CCCC1=O)c1c(O)nc2ccccn2c1=O is listed as EBI2 antag: -17.8; SENP8 inh: -4.3; Apaf-1 inh: -5.3; Gli-Sufu block: 10.1; Jurkat NFkB inh: 21.8; 697 NFkB inh: 1.3; CCR6 antagonist: 8.1; UBC13 inh: 7.4

# These rows are one share of the data (hit frequency here may not be typical).
